Assay outcomes from PubChem BioAssay.
Giardia killer: Small Molecules that selectively kill Giardia lamblia: qHTS | AID 540267, 2011 | 0.15% of 340,000 active | activity change, % at 7.66 µM, hits read low | Giardia lamblia trophozoite viability; in the data active = activity change below about -80%; inconclusive = between about -30% and that limit;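 also: parasites exposed to compound for two days anaerobically before the ATP read; % is scaled to controls: 0 for no effect and ±100 for the full control effect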
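Anaerobic 48 hrs incubation at 37 deg C of 100 trophozoites/well with test compounds; ATPLite 1-Step luminescence, 15-30 min RT, reports cellular ATP as viability.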
KCNH2 3.1 block: qHTS for Inhibitors of KCHN2 3.1: Mutant qHTS | U2OS KCNH2 3.1, thallium flux FluxOr; active compounds read low | Potassium voltage-gated channel subfamily H member 2, brain isoform KCNH2 3.1 (human) | 0.95% of 340,000 active | activity change, % (tested at about 1.8 µM);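 active = maximum activity change below -70%; inconclusive = maximum activity change from -70% to -50%; inactive = maximum activity change above -50%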;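 also: thallium influx rate constant from kinetic fluorescence after stimulation buffer; % is scaled to controls: 0 for no effect and ±100 for the full control effect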
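Thallium flux read-out: FluxOr dye with Red40 quencher in HBSS/HEPES, 45 min at RT. Rate constants from kinetic reads were normalized to positive and negative DMSO controls. Cells: U2OS virally expressing the 3.1 isoform.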
KCNH2 WT inh: qHTS for Inhibitors of KCHN2 3.1: Wildtype qHTS; Voltage-gated inwardly rectifying potassium channel KCNH2 (Homo sapiens), Q12809; U2OS, BacMam KCNH2, thallium flux FluxOr; active compounds read low; activity change, % at 1.84 µM; 0.37% of 340,000 active; AID 720551, 2013;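 active = maximum activity change below -70%; inconclusive = maximum activity change between -70% and -50%; inactive = maximum activity change above -50%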; also: % is scaled to controls: 0 for no effect and ±100 for the full control effect
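U2OS cells transduced with wild-type KCNH2 virus are loaded with FluxOr dye for 45 min, and thallium flux is measured in kinetic reads before and after stimulation buffer. Rate constants are normalized to DMSO controls.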
GALK inh: qHTS Assay for Inhibitors of Human Galactokinase (GALK) | Potency, µM (titrated, usually from 57.5 µM), without a hit: top-dose activity change, negative = inhibition, actives largely listed as inhibitors | P51570 | Purified GALK, Kinase-Glo residual ATP luminescence | 0.007% of 270,000 active; also: potency is read from the fitted curve at half-maximal effect; % is scaled to controls: 0 for no effect and ±100 for the full control effect
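Luminescence from leftover ATP (Ultra-Glo luciferase/luciferin) served as read-out after a 1 h room-temperature reaction of 5 nM GALK with 35 uM ATP and 100 uM galactose.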
CXXC DNA block: qHTS Fluorescence Polarization Assay for Inhibitors of MLL CXXC domain - DNA interaction; Histone-lysine N-methyltransferase 2A (Homo sapiens), Q03164; MLL-CXXC / FITC-HOXA9 DNA fluorescence polarization; Potency, µM (titrated, usually from 115 µM), inactives show at the top dose activity change, negative = inhibition, actives largely listed as inhibitors; 0.037% of 290,000 active; AID 2662, 2010; active = well fitted inhibition curve with a large enough effect in the polarisation, with a control signal flat, not every such curve was filed as active; inconclusive = small, poorly fitted or top-dose-only effect, or effect the other way, or a change in a side signal; inactive = no such curve, though single readings can be large or run the other way; the % refers to the polarisation; also: potency is read from the fitted curve at half-maximal effect
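Steps: dispense CXXC domain solution (7 uM) → pin compounds or unlabeled HOX-A9 DNA control → 5 min ambient → add FLSN-HOX-A9 solution (50 nM) → spin → 30 min ambient → fluorescence polarization. Tris pH 7.5/NaCl/DTT/BSA buffer.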
USP2a block: qHTS Assay for Inhibitors of Ubiquitin-specific Protease USP2a Using CHOP2 as the Reporter; Ubiquitin carboxyl-terminal hydrolase 2 (Homo sapiens), O75604; USP2 core, Ub-CHOP2 coupled fluorogenic reporter, 485/531; Potency, µM (titrated, usually from 38.3 µM), for inactives: top-dose activity change, negative = inhibition, hits mostly inhibitors; 0.01% of 330,000 active;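 also: potency is read from the fitted curve at half-maximal effect; plate controls were DMSO wells for no effect and full inhibition by NEM control for full effect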
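Cell-free coupled assay: 10nM USP2 core preincubated 30min RT with compound in Tris-HCl pH 8.0/CaCl2/CHAPS buffer, then 25nM Ub-CHOP2 and 25nM reporter substrate; fluorescence (Ex 485/Em 531) read after 60min RT, normalized to NEM inhibition, concentration-response curves fitted.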
TRPV1 agonist: HTS Assay for Compounds that Act as Agonists of the Vanilloid Receptor 1 | AID 540275, 2011 | TRPV1-expressing cells, Fluo-8 calcium influx, agonist mode | activation, % at 8.33 µM | 0.19% of 320,000 active; in the data active = activation above about 80%; inconclusive = between about 30% and that limit; also: 0% is about no effect
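Cells expressing TRPV1 were dye-loaded with Fluo-8 and read kinetically: 10 s baseline, 3 min after compound (agonist portion), then 2 min after EC20 capsaicin (allosteric enhancer portion). Calcium-bound dye fluorescence at 480/520 nm.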
FBPA coupling cs: qHTS Assay for Inhibitors of Fructose-1,6-bisphosphate Aldolase from Giardia Lamblia: Coupling assay counterscreen | coupling enzyme system counterscreen, AmpLite Red fluorescence | activity change, negative = inhibition, % at 58.2 µM, hits read low | 0.67% of 290,000 active | AID 2472, 2010; in the data active = activity change below about -30%; also: % is scaled to controls: 0 for no effect and ±100 for the full control effect
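First, compound is pin-transferred into glyceraldehyde-3-phosphate coupling-enzyme reagent at 57.5 uM final and held 10 min at RT. Next, substrate, coupling system and AmpLite Red are added. After 20 min RT, fluorescence (525/598 nm) is read.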
Menin-MLL TR inh: qHTS Assay for Inhibitors Targeting the Menin-MLL Interaction in MLL Related Leukemias: Competition With Texas Red Labeled MLL-derived Mutant Peptide | O00255 | Menin + Texas Red MLL mutant peptide, fluorescence polarization | Potency, µM (highest dose often 61.6 µM), for the others: top-dose FP activity change, negative = inhibition, usual class: inhibitors | 0.23% of 270,000 active | AID 1768, 2009; active = well fitted inhibition curve with a large enough effect in the polarisation, with a control signal flat, not every such curve was filed as active; inconclusive = small, poorly fitted or top-dose-only effect, or effect the other way, or a change in a side signal; inactive = no such curve, though single readings can be large or run the other way; the % refers to the polarisation; also: potency is read from the fitted curve at half-maximal effect; % of control where 0% means no effect; many of its hits are not listed in these tables
Target sequence (O00255 whole entry, looked up): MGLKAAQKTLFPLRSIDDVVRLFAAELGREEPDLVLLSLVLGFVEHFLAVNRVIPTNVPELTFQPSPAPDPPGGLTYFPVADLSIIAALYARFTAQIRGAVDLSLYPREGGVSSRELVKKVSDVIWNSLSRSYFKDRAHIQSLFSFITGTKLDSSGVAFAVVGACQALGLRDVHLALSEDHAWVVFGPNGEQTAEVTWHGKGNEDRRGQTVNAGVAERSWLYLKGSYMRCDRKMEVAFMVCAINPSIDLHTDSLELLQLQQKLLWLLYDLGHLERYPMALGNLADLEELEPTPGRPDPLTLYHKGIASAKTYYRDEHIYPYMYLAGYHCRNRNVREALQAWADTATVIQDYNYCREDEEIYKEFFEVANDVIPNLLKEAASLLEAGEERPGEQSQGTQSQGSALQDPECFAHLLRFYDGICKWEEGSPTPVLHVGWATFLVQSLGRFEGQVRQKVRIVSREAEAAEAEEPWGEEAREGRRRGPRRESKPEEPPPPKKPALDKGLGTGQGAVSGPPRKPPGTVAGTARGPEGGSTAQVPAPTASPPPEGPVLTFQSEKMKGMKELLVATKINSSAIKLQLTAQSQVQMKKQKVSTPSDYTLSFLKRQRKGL
PKM2 activator: qHTS Assay for Activators of Human Muscle isoform 2 Pyruvate Kinase; Pyruvate kinase PKM (Homo sapiens), P14618; purified PKM2, Kinase-Glo ATP luminescence, activation; response scale: 0% is enzyme alone, no compound; Potency, µM (series often up to 57.5 µM), for the others: at the highest dose activation, actives largely listed as activators; 0.34% of 260,000 active; AID 1631, 2009; also: potency is read from the fitted curve at half-maximal effect; % is scaled to controls: 0 for no effect and ±100 for the full control effect; nearly all actives have a fitted effect of over 55% in size
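hPK-M2, >95% pure; 0.1 mM ADP / 0.5 mM PEP final; imidazole pH7.2 buffer w/ 7 mM MgCl2, 50 mM KCl; 1 h RT; Kinase-Glo lum. Intermediate enzyme activity for dual inhibitor/activator qHTS.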
B2AR arrestin: qHTS assay of beta-arrestin-biased ligands of beta2-adrenergic receptor; Beta-2 adrenergic receptor (Homo sapiens), P07550; beta-arrestin recruitment to beta2AR, cell-based reporter; Potency, µM (doses to about 46.1 µM), inactives show at the highest dose activation, actives largely listed as activators; 0.02% of 330,000 active; AID 492947, 2010;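 also: potency is read from the fitted curve at half-maximal effect; 0% = DMSO controls and full agonism = EC100 isoproterenol or metaproterenol; nearly all actives have a fitted effect of over 65% in size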
Target sequence (P07550 whole entry, looked up): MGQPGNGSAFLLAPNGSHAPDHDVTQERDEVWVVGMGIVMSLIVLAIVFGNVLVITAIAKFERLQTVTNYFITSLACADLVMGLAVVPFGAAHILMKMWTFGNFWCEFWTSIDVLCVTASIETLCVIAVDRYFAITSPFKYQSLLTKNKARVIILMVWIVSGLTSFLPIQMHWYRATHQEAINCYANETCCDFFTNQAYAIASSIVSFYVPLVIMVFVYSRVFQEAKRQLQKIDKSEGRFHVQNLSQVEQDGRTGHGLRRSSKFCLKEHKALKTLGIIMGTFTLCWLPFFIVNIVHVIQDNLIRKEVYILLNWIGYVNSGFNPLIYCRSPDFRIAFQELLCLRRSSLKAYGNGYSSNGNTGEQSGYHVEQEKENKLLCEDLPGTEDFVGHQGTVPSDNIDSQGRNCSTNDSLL
* marks the source's active call; other numbers are inactive results; ? = inconclusive; . = no result given; & = joins results of further samples; [ ] = remark or other dose. Unless noted, calls follow the shape of the dose curve; as a rule, active = well fitted curve in the direction sought with a large enough effect; inconclusive = small, poorly fitted or top-dose-only effect, or another doubt; inactive = no such curve, though single readings can be large; an effect the other way counts as inactive or inconclusive. This is a subset (hit frequency here may not be typical).

SMILES	Giardia killer	KCNH2 3.1 block	KCNH2 WT inh	GALK inh	CXXC DNA block	USP2a block	TRPV1 agonist	FBPA coupling cs	Menin-MLL TR inh	PKM2 activator	B2AR arrestin
COc1ccccc1N(Cc1cc(=O)[nH]c2ccccc12)C(=O)c1ccccc1	4	2	-4	-2%	-15%	0%	17	2	.	1%	0.7%
C[C@H]1NS(=O)(=O)c2ccc(Br)cc2O[C@H]1c1ccccc1	36[activator]	-4	-16	.	.	-1%	.	.	.	.	-0.6%
CCOc1ccc(N=C2SCCCN2C(=O)c2c(CC)noc2C)cc1	-1	-3	-3	4%	5%	1%	18	.	.	-3%	0.1%
O=[N+]([O-])c1ccc(-n2nnnc2-c2ccccc2)cc1	-8	-15	.	2%	6%	5%	-3	0	-10%	?	-0.9%
CCC1Nc2ncnc(N3CCN(c4ccccc4)CC3)c2N(Cc2ccc(OC)cc2)C1=O (stereo not given)	-25	10	-7	.	.	-1%	18	.	.	.	-0.1%
Cc1nnc(SCc2cn3ccsc3n2)n(N)c1=O	-16	9	-6	-3%	-3%	0%	21	0	-1%	21%	0.0%
c1ccc(C(c2nnnn2Cc2ccco2)N2CCN(c3nc4ccccc4s3)CC2)cc1 (stereo not given)	-15	-2	10	-1%	-3%	-13%	-5	4	-21%	8%	-0.1%
O=C(NCc1ccco1)c1cc(-c2ccco2)on1	-3	6	-1	0%	-10%	-1%	1	-1	-7%	1%	-1.0%
Cc1ccccc1OCCCCCNCCO	5	-6	-3	0%	2%	2%	6	-2	-16%	-2%	-0.1%
COc1ccccc1N(CC(=O)N/N=C/c1ccccc1C(=O)O)S(C)(=O)=O	13	-12	12	1%	3%	4%	1	3	.	-3%	-1.0%
O=C(CN(Cc1ccccc1Cl)C(=O)Cn1nnc(-c2cccs2)n1)NCC1CCCO1 (stereo not given)	-14	-17	26	0%	-6%	0%	3	3	-3%	9%	3.6%
COC(=O)C1(NC(=O)NC23CC4CC(CC(C4)C2)C3)CCCCC1	4	24	.	1%	4%	1%	2	4	-1%	-1%	0.0%
COC(=O)c1c(CSc2ccc(C)c(C)c2)noc1C(=O)NCc1ccc(OC)cc1	8	.	.	-2%	-10%	-9%	14	-3	4%	-2%	-0.4%
Cc1cc(=O)oc2ccc(OCC(=O)N3CCC(C)CC3)cc12	1	7	-3	-5%	14%	0%	10	4	-4%	1%	-0.4%
COc1ccc(C(=O)OCC(N)=O)cc1[N+](=O)[O-]	-9	1	16	-2%	20%	1%	1	-1	-4%	-1%	-1.0%
COc1cc2oc(=O)cc(-c3ccc(-c4ccc(O)cc4)cc3)c2c(OC)c1OC	11	-3	-20	.	.	0%	.	7	34%[activator]	.	-1.1%
O=C(COc1ccc(Br)cc1Cl)NCCCN1CCOCC1	8	8	2	-2%	15%	-1%	2	.	.	-5%	-0.5%
COc1cc(C2NC(=O)NC(O)(C(F)(F)F)C2C(=O)c2ccc(Cl)cc2)ccc1O (stereo not given)	-6	-1	-2	-4%	-4%	-1%	-3	.	-25%	2%	-0.2%
O=C(Nc1ccncc1)Nc1cccc(Cl)c1	8	2	-17	4%	-1%	0%	?	1	42%[activator]	0%	-0.3%
C/C(=C\c1ccc(C(=O)O)cc1)c1ccc2c(c1)C(C)(C)CCC2(C)C	0	-12	-8	.	1%	1%	-1	2&15	2%	.	0.0%
Cc1ccc(CSc2nc3ccccc3c(=O)n2C)cc1	3	-5	-7	.	-9%	-1%	-1	1	?	.	0.1%
COc1ccc(OC)c(NC(=O)c2cccc(S(=O)(=O)N(Cc3ccccc3)c3ccccc3OC)c2)c1	-13	-19	3	0%	-3%	2%	0	1	8%	5%	-0.2%
C[C@@H]1CCC(=O)N(C[C@@H](C)CC#N)CC1	6	2	-1	.	4%	-4%	1	1	5%	0%	0.5%
CC(=O)Nc1ccc(/C=N/Nc2nc3ccccc3s2)cc1	7	-1	-8	0%	2%	-4%	-4	-1	.	-4%	-1.0%
Cc1cccc(C)c1Nc1nnc(SCC(=O)NCCCN2CCCC2=O)s1	27	1	0	.	.	-1%	.	.	.	.	-0.1%
Cc1ccsc1CNC1CCCCC1	-7	24	-8	6%	-1%	-1%	0	4	-21%	15%	-0.6%
Cc1cccc(NC(=O)CC2CCC2)c1	33[activator]	-3	8	-2%	6%	-1%	15	-1	2%	3%	0.4%
O=C(Nc1ncn[nH]1)c1ccc(S(=O)(=O)N2CCOCC2)cc1	-2	8	12	-1%	?	2%	3	1	7%	-6%	-0.5%
Nc1nc(CN2CCC(Cc3ccccc3)CC2)nc(Nc2ccccc2)n1	-8	-87*	-90*	-2%	-4%	-1%	2	0	-10%	-4%	0.1%
COc1ccc(-c2nc3n(c(=O)c2C#N)CCS3)cc1OC	4	1	-7	4%	7%	-1%	-3	0	-2%	-3%	0.0%
CC(C)C(c1nnnn1C1CCCC1)N(C)C1CCCCC1 (stereo not given)	2	-15	4	1%	-4%	-1%	16	2	8%	1%	-0.1%
CSc1ccccc1C(=O)NCc1ccccc1	-1	5	0	1%	?	9%	6	-2	13%	2%	0.5%
CC(Sc1nc(-c2ccccc2)cc(C(F)(F)F)n1)C(=O)N1CCCCC1 (stereo not given)	-1	-7	9	0%	-9%	2%	9	.	?	7%	-0.3%
Cc1ccc([N+](=O)[O-])cc1N=C(c1cccc(Br)c1)N1CCOCC1	-3	-1	5	-3%	-16%	1%	15	2	6%	2%	0.0%
COc1ccc(-c2cc(-c3ccc(F)cc3)nc(N3CCN(C)CC3)n2)cc1	15	-3	-8	2%	-1%	4%	-5	-4	-1%	-4%	-0.3%
CN(C(=O)C1CCCC1)C1CCS(=O)(=O)C1 (stereo not given)	4	3	8	.	.	0%	-3	.	.	.	0.0%
COCCNC(=O)CCc1ccc(S(=O)(=O)Nc2ccc(C)cc2)cc1	-10	-1	-21	0%	6%	0%	-2	-1	?	-7%	-2.2%
COc1ccccc1OCC(O)CN1CCN(C(=O)c2ccccc2)CC1 (stereo not given)	3	7	1	0%	-17%	5%	2	1	14%	0%	0.0%
Cc1cccc(C(=O)NCC(=O)N2CC(=O)Nc3ccccc32)c1	14	7	-2	0%	2%	-17%	-7	2	3%	2%	-0.2%
C=C(C)CN(CC)C(=O)CC1C(=O)NCCN1Cc1c(F)cccc1Cl (stereo not given)	-19	0	.	-2%	6%	1%	3	5	-1%	21%	-0.1%
O=C(CSc1nnc(-c2ccc3c(c2)OCO3)n1-c1ccccc1)c1ccccc1	6	4	22	-1%	1%	2%	15	2	-5%	-14%	0.0%
COc1ccc(NC(=O)N2CCCc3ccccc32)cc1	-5	5	3	6%	-14%	-5%	0	0	0%	-5%	0.6%
C=CCN=C1S/C(=C/c2cccc([N+](=O)[O-])c2)C(=O)N1CC=C	-16	-23	-1	1%	-13%	-2%	2	-1	.	3%	-0.3%
CCOC(=O)CNC(=S)N(Cc1ccccc1F)C1CCCCC1	28	-6	-17	3%	10%	5%	9	2	0%	2%	-0.2%
O=C(CSc1nccc(=O)[nH]1)NCc1ccc2c(c1)OCO2	-4	11	12	5%	-2%	1%	2	.	.	-1%	4.2%
O=C(COc1ccc(Cl)cc1Cl)NCCCNC(=O)c1cnccn1	0	-14	8	0%	8%	1%	1	-3	-10%	.	-0.2%
O=C(COC(=O)c1ccc(Cl)c(S(=O)(=O)NCc2ccccc2)c1)NC1CC1	0	-14	2	.	.	2%	-3	.	.	.	0.3%
CC(=O)C1=C(C)NC(SCC(N)=O)=C(C#N)C1CC(C)C (stereo not given)	-17	16	-22	5%	5%	3%	0	4	10%	7%	-0.3%
CCCCNC(=O)C1CC(=O)N(C2CCCC2)C1 (stereo not given)	-19	2	-1	2%	6%	-1%	0	2	7%	0%	-0.3%
